EPAC2 agonist: agonists of human EPAC2 (RAPGEF4); Potency, µM (series often up to 154 µM), inactives show at the top dose activation, actives largely listed as activators; 360,000 tested, 0.079% active; AID 720711; EPAC2 activation, biochemical qHTS; response scale: 100% = 6.5 mM cAMP response; Q8WZA2; also: potency is read from the fitted curve at half-maximal effect; nearly all actives have a fitted effect of over 50% in size
Target sequence (Q8WZA2 whole entry, looked up): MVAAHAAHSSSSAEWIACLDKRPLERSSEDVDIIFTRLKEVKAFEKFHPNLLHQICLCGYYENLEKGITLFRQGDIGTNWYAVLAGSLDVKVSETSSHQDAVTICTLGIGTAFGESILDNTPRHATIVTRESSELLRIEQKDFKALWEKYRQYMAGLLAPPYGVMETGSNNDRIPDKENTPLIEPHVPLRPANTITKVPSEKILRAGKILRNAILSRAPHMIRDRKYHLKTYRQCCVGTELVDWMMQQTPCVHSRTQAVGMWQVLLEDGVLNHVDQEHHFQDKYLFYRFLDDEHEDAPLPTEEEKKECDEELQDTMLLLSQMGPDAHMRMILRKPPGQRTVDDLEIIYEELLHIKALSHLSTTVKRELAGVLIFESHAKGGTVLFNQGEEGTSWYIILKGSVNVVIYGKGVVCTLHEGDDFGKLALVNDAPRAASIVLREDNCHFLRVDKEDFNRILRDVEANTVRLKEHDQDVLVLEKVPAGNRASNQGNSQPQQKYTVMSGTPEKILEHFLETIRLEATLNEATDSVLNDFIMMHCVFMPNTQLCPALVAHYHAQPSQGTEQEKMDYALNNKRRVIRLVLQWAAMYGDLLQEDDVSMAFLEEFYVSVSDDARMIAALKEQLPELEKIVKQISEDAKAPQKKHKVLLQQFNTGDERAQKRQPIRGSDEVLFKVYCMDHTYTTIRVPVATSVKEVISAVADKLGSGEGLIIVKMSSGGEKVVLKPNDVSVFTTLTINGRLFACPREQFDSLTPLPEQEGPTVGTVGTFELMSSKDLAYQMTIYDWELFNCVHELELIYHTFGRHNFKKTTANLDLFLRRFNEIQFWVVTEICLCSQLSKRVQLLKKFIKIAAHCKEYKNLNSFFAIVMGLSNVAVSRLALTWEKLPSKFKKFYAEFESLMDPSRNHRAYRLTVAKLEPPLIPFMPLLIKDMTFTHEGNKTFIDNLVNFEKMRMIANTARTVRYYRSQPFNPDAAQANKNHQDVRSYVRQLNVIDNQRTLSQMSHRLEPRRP
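Readout is BODIPY fluorescence (480 nm excitation, 540 nm emission), which falls as labeled GDP is exchanged off Rap1B. EPAC2 at 100 nM acted on 250 nM RAP1B-BODIPY-GDP with 50 uM GDP present.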
A549 viability: counter-screen for Nrf2 inhibitors: cytotoxicity in A549 cells; Potency, µM (titrated, usually from 46 µM), for inactives: at the highest dose activity change, negative = cytotoxicity, actives largely listed as inhibitors; AID 504648; A549 ARE-Fluc cells, CellTiter-Fluor viability, 18-24 h; 390,000 tested, 0.16% active; also: potency is read from the fitted curve at half-maximal effect; % is scaled to controls: 0 for no effect and ±100 for the full control effect
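A549 ARE-Fluc cells in 5% FBS OPTI-MEM, 5000 cells/well, rested 2 h then exposed to compounds in concentration-response for 18-24 h at 37 °C. Viability by CellTiter-Fluor fluorescence (Ex 405/Em 525) after 30 min; luciferase luminescence (BugLite, 15 min, RT) read afterwards.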
Nrf2 ARE act: activators of Nrf2 (ARE) signaling. Potency, µM (doses to about 46.1 µM), inactives show top-dose activation, usual class: activators. 410,000 tested, 0.31% active. AREc32 ARE-luciferase reporter (MCF7-derived line), luminescence, 24 h; also: potency is read from the fitted curve at half-maximal effect; % of control where 0% means no effect; nearly all actives have a fitted effect of over 65% in size
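For detection, Steady-Glo was added and plates sat 30 min at RT; before that, AREc32_Fluc cells grown overnight in OPTI-MEM/5% FBS had been treated with 23 nL compound for 24 hr at 37 deg C.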
Akt phos inh: inhibitors of Akt phosphorylation; activity change, % for hits at 50 µM; 360,000 tested, 0.32% active; Neuro2A IGF-stimulated pAkt S473 HTRF, 20 min; active compounds read low; in the data active = activity change below about -80%; inconclusive = mostly about -51% to -80%; also: % is scaled to controls: 0 for no effect and ±100 for the full control effect
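Single-point screen (50 µM final compound) in Neuro2A cells stimulated 20 min with 6 nM IGF at 37 deg C. After lysis, Ser473-phosphorylated Akt read by HTRF (ex 330 nm, em 615/665 nm) as the 665/615 ratio.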
CCT modulator: changes cytosolic chaperonin activity | 360,000 tested, 0.3% active | purified chaperonin ATPase assay, HTRF ADP detection, 30 min | activity change, % (concentration not given with the values), hits read low | AID 651819; in the data active = activity change below about -30%; also: % is scaled to controls: 0 for no effect and ±100 for the full control effect
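Nucleotide hydrolysis assay: TRiC at 20–40 nM final (set by batch activity) with 10 uM ATP, 30 min at 37 °C, in presence of 76 uM compound. Detection by competitive ADP HTRF, 30 min ambient.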
Mm-Cpn inhibitor: inhibitors of Methanococcus maripaludis chaperonin (MmCpn); purified Mm-Cpn ATPase, ADP Transcreener TR-FRET; Potency, µM (series often up to 76.9 µM), without a hit: at the highest dose activity, negative = inhibition, usual class: inhibitors; 330,000 tested, 0.031% active; AID 504842; also: potency is read from the fitted curve at half-maximal effect; % is scaled to controls: 0 for no effect and ±100 for the full control effect; nearly all actives have a fitted effect of over 80% in size
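Compound-treated chaperonin, 25 nM final, turns over 10 uM ATP at 37°C for 30 min following a 10 min preincubation; ADP generated competes with ADP-d2 for Eu-cryptate antibody, lowering FRET.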
EPAC2 antag: EPAC2 (human) antagonism | Q8WZA2 | EPAC2 GEF exchange of Rap1B-BODIPY-GDP, fluorescence | Potency, µM (highest dose often 114 µM), for inactives: at the highest dose activity, negative = inhibition, hits mostly inhibitors | 360,000 tested, 0.18% active | AID 720708; also: potency is read from the fitted curve at half-maximal effect; % is scaled to controls: 0 for no effect and ±100 for the full control effect; nearly all actives have a fitted effect of over 45% in size; many of its hits are not listed in these tables
Nrf2 inh: inhibitors of Nrf2 signaling. 360,000 tested, 2.1% active. Potency, µM (series often up to 46 µM), for inactives: at the top dose activity change, negative = inhibition, usual class: inhibitors. A549 ARE-Fluc reporter, luciferase luminescence, 18-24 h; also: potency is read from the fitted curve at half-maximal effect; % is scaled to controls: 0 for no effect and ±100 for the full control effect; nearly all actives have a fitted effect of over 60% in size
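In this cell-based qHTS, ARE-driven firefly luciferase in A549 cells reports Nrf2 activity; the luminescent signal after BugLite lysis is the measured value, with a prior CellTiter-Fluor read for cell health.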
TGFb inhibitor: TGF-b pathway inhibition. HepG2 CAGA-GFP TGF-b/SMAD3 reporter, GFP fluorescence, 18 h; TGF-beta stimulated, 500 pg/mL final. Potency, µM (series often up to 46.1 µM), for the others: top-dose activity, negative = inhibition, most hits filed as inhibitors. 410,000 tested, 1.2% active. AID 588855; also: potency is read from the fitted curve at half-maximal effect; % is scaled to controls: 0 for no effect and ±100 for the full control effect; nearly all actives have a fitted effect of over 65% in size
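HEPG2 CAGA-GFP reporter cells (1000/well, DMEM with 1% FBS) received compounds, then recombinant TGF-beta at 500 pg/mL final for 18 hours at 37 degrees C. Per-cell GFP summed per well was normalised to unstimulated and stimulated DMSO controls before curve fitting.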
* = called active by the depositor; i = inactive; ? = inconclusive; / = not tested or not shown; [ ] = dose if it differs, or a comment. Unless noted, calls follow the shape of the dose curve; as a rule, active = well fitted curve in the direction sought with a large enough effect; inconclusive = small, poorly fitted or top-dose-only effect, or another doubt; inactive = no such curve, though single readings can be large; an effect the other way counts as inactive or inconclusive. An excerpt; count on the stated rates, not on these rows.

SMILES	EPAC2 agonist	A549 viability	Nrf2 ARE act	Akt phos inh	CCT modulator	Mm-Cpn inhibitor	EPAC2 antag	Nrf2 inh	TGFb inhibitor
O=C(NCCCN=C1NS(=O)(=O)c2ccccc21)c1ccc(Cl)cc1	4%	-2%	0.1%	i	0.4	1%	-4%	6%	-14%
COc1ccc(NC(=O)Cc2ccc(Cl)c(Cl)c2)cn1	13%	6%	0.0%	i	-3.3	-1%	0%	0%	-14%
O=C(NCC1CCCO1)c1ccc(COc2ccc(Cl)cc2)cc1 (stereo not given)	1%	0%	1.4%	i	1.7	-1%	-26%	?	-36%
CN(C)C(CNC(=S)Nc1cccc(Cl)c1)c1cccnc1 (stereo not given)	5%	0%	0.1%	i	-2.2	1%	3%	6%	-6%
CN(C)S(=O)(=O)n1cc(/C=C(\NC(=O)c2ccccc2)C(=O)N2CCCC2)c2ccccc21	14%	3%	-0.2%	/	-1.5	0%	0%	?	-31%
CC1C(=O)C(C)C(c2cccc(Br)c2)NC1c1cccc(Br)c1 (stereo not given)	16%	10%	-0.6%	i	-2.6	-2%	-7%	-7%	?
CC1CCCC(NC(=O)COC(=O)c2cccc(NS(=O)(=O)/C=C/c3ccccc3)c2)C1C (stereo not given)	-23%	-2%	-0.6%[9.22 µM]	i	-3.5	1%	8%	12%	?
CCn1cc(C(=O)NCCCN2CCCCCC2)c(=O)c2cc(S(=O)(=O)N3CCc4ccccc4C3)ccc21	0%	-5%	0.1%	i	1.9	-3%	-7%	-22%	-21%
CC1(C(=O)NS(=O)(=O)C2CC2)CCN(C(=O)c2ccc3c(c2)OCO3)C1 (stereo not given)	7%	/	0.4%	i	-0.7	/	10%	/	14%
CCN1C(=O)CC(C(=O)OC)=C1C	2%	0%	-0.2%	i	-0.4	0%	5%	?	13%
COc1ccccc1NNC(=O)C(O)(c1ccccc1OC)c1ccccc1OC	7%	-1%	-0.1%	i	-2.0	1%	2%	-7%	-4%
CCOC(=O)C(C(C)=O)C(c1ccc(OC)cc1)C(C(C)=O)C(=O)OCC (stereo not given)	6%	2%	-0.1%	i	2.9	-1%	13%	/	-15%
CCc1ccccc1NC(=O)c1cc2ncc(Br)cn2n1	-12%	-8%	-0.3%	i	1.0	-2%	0%	-4%	-8%
CCCn1cnc2c(=S)nc(N)[nH]c21	6%	-12%	9.6%	i	-0.6	0%	3%	8%	-29%
COc1ccc(CCNC/C=C/c2ccccc2)cc1	4%	0%	0.0%	i	0.4	/	-2%	-2%	0%
CC(=O)Nc1cccc(NC(=O)CN2C(=O)CCSc3ccccc32)c1	/	7%	0.2%	/	/	/	/	-7%	25%
COC(=O)C1CCN(CC(=O)N(C)c2c(N)n(Cc3ccccc3)c(=O)[nH]c2=O)CC1	2%	-1%	-0.5%	i	-1.6	-6%	2%	-3%	4%
Cc1cccc(NC(=O)c2cc(NC(=O)C3CCCCC3C(=O)O)ccc2Cl)n1 (stereo not given)	13%	-16%	-0.1%	i	-2.7	1%	-2%	-17%	-3%
O=C(C1CCCCC1)N(Cc1ccccc1)c1ccccn1	0%	4%	-0.7%	i	0.3	0%	-2%	-3%	-3%
Cc1cc(C(=O)OCC(=O)c2cccs2)ccc1[N+](=O)[O-]	0%	-6%	?	i	1.3	-2%	-9%	9%	5%
CN(Cc1ccccn1)Cc1nc(COc2ccccc2)no1	5%	-2%	1.9%	i	1.7	0%	5%	16%	9%
O=C(NCc1nc2ccccc2[nH]1)C1=C[C@H](c2coc3ccccc3c2=O)C[C@H](OCc2ccc(CO)cc2)O1	2%	-14%	9.0%	i	0.1	0%	9%	-2%	?
O=C(CSc1nc(-c2ccccc2)nn1C(=O)c1ccccc1)Nc1cccc([N+](=O)[O-])c1	11%	-9%	?	i	-1.3	-2%	-5%	?	0%
O=C(CC(Cc1ccccc1)C(=O)O)Nc1cccc(C(F)(F)F)c1 (stereo not given)	2%	8%	-0.6%	i	-1.5	0%	-1%	-16%	-19%
Cc1cccc(OCC(=O)N(C)c2c(N)n(Cc3ccccc3)c(=O)[nH]c2=O)c1C	-6%	7%	-0.6%	i	1.0	2%	-7%	5%	-7%
O=C(COC(=O)Cc1c[nH]c2ccccc12)Nc1ccccc1C(F)(F)F	-7%	1%	0.2%	i	-4.5	-3%	-12%	5%	?
COc1ccc(C[C@H]2CN3C(=NC[C@@H]3C(C)C)N2CCNC(=O)CCC2CCCCC2)cc1	-5%	-17%	-2.6%	i	-1.0	/	13%	?	-4%
CCCN(CC(=O)Nc1ccccc1C)C(=O)c1ccc(S(=O)(=O)N2CCCCC2)cc1	12%	-11%	-0.8%	i	-0.5	4%	13%	4%	0%
O=C(NC(Cc1ccccc1)C(=O)NCCc1ccccn1)c1cccs1 (stereo not given)	5%	0%	2.4%	i	0.6	-3%	-12%	-5%	5%
C=CCN(c1ccccc1)S(=O)(=O)c1cccc(C(=O)Nc2cc(C)ccn2)c1	3%	-1%	0.2%	i	1.6	2%	5%	?	3%
Cc1c(Cl)cccc1NC(=S)NCCc1ccc(S(N)(=O)=O)cc1	-8%	13%	0.0%	i	2.1	1%	14%	16%	6%
CSc1cccc(NC(=O)CC2Oc3ccccc3NC2=O)c1 (stereo not given)	4%	8%	-0.4%	i	-0.7	1%	10%	-17%	?
O=C(CC1CCCCC1)Nc1nc2ccccc2s1	5%	1%	4.2%	i	-4.5	0%	-6%	?	29%
Nc1ccc([N+](=O)[O-])cc1C(=O)NNC(=O)c1ccco1	0%	-11%	3.3%	i	-2.0	-2%	-5%	-2%	?
Cc1ccc(C)c(N2CCN(CCCNC(=O)c3cnn(-c4cccc(Cl)c4)c3C3CCN(C(=O)OC(C)(C)C)CC3)CC2)c1	/	?	-0.6%	/	/	/	/	?	?
Cc1cc(NCCCn2ccnc2)n2ncc(-c3ccccc3)c2n1	9%	-3%	-1.5%	-90%*	-6.8	3%	-1%	?	?
O=C(CNC(=O)c1ccc(Br)cc1)NCC(=O)OCC(=O)c1ccccc1	3%	-6%	-2.1%	i	-0.6	-1%	-3%	0%	15%
CC(C)c1cccc(-c2csc(C(O)c3ccc(F)c(F)c3)n2)c1 (stereo not given)	6%	/	0.1%	i	-0.2	/	-14%	/	?
O=c1cc(-c2c(F)c(F)c(F)c(F)c2F)oc2ccccc12	-13%	-15%	25%	i	-3.5	1%	5%	?	-5%
Cc1cc(=O)oc(C)c1C(=O)O	1%	14%	-0.8%	i	-0.7	1%	-4%	/	18%
Cn1nc(C(C)(C)C)cc1NC(=O)C1(C)CCN1C(=O)CC(c1ccccc1)c1ccccc1 (stereo not given)	3%	/	4.5%	i	0.2	/	-29%	/	-4%
COc1cccc(C(O)c2nc(-c3ccccc3C)cs2)c1 (stereo not given)	9%	/	0.9%[9.22 µM]	i	-1.5	/	-18%	/	-7%
O=C(Cn1c(=O)n(Cc2ccco2)c(=O)c2oc3ccccc3c21)Nc1ccc(F)cc1F	/	5%	-1.2%	/	/	/	/	?	-4%
CCC(C)c1ccccc1NC(=O)c1cc2cccc([N+](=O)[O-])c2[nH]1 (stereo not given)	-3%	-8%	7.3%	i	-0.8	-1%	-8%	?	?
Cn1c(C(=O)N2CCN(c3ccc(Cl)cc3)CC2)cc2c(=O)[nH]c3ccccc3c21	1%	-27%	0.2%	i	0.3	-2%	3%	?	-11%
CCCC(=O)Nc1ccccc1-c1nnc(SC)[nH]c1=O	3%	-13%	-0.2%	i	2.2	2%	3%	-1%	2%
O=C(Nc1ccc(-c2nc3ccccc3[nH]2)cc1)c1cccc(N2C(=O)CCC2=O)c1	16%	-1%	4.4%	i	-1.5	-1%	12%	10%	-2%
COc1ccc(-c2csc(-c3cccs3)n2)c(OC)c1	10%	11%	24%	i	-2.1	-9%	-26%	?	-8%
COc1cc(C2NC(=O)NC(c3ccccc3)=C2C(C)=O)ccc1OCC#N (stereo not given)	0%	-3%	0.1%	i	2.9	0%	7%	5%	-8%
CCN1CCN(C(=O)c2ccc(C)c(S(=O)(=O)Nc3cccc(C)c3)c2)CC1	4%	-2%	2.1%	i	0.1	2%	9%	-6%	1%
O=C(/C=C/Nc1cccc(C(F)(F)F)c1)c1ccc(Oc2ncccn2)cc1	-1%	-2%	11%	i	-0.1	0%	?	0%	-5%
Cc1ccc(NC(=O)N2CCCCCC2)cc1	1%	1%	-0.4%	i	-2.4	-4%	13%	10%	0%
S=C1NC[C@H](c2ccccc2)N1CCCCC1CCCCC1	1%	-2%	-0.5%	i	0.4	-7%	-26%	-24%	18µM*
CCN(CC(=O)Nc1ccccc1OC)C(=O)c1cc(-c2ccccc2)nn1-c1ccccc1	16%	3%	-0.5%	i	1.8	-1%	9%	-6%	?
O=C(Nc1ccccc1C(=O)Nc1ccccc1)c1ccccc1F	6%	4%	2.1%	i	0.3	-10%	1%	-2%	2%

4 records picked at random from those above, as already listed:
SMILES	EPAC2 agonist	A549 viability	Nrf2 ARE act	Akt phos inh	CCT modulator	Mm-Cpn inhibitor	EPAC2 antag	Nrf2 inh	TGFb inhibitor
S=C1NC[C@H](c2ccccc2)N1CCCCC1CCCCC1	1%	-2%	-0.5%	i	0.4	-7%	-26%	-24%	18µM*
CCN1CCN(C(=O)c2ccc(C)c(S(=O)(=O)Nc3cccc(C)c3)c2)CC1	4%	-2%	2.1%	i	0.1	2%	9%	-6%	1%
O=C(/C=C/Nc1cccc(C(F)(F)F)c1)c1ccc(Oc2ncccn2)cc1	-1%	-2%	11%	i	-0.1	0%	?	0%	-5%
COc1cc(C2NC(=O)NC(c3ccccc3)=C2C(C)=O)ccc1OCC#N (stereo not given)	0%	-3%	0.1%	i	2.9	0%	7%	5%	-8%

Screening data from PubChem.
